# Bioassay records (PubChem)
# HSF1 activator: increases HSF-1 driven luciferase reporter signal. NIH3T3-HGL HSF-1 luciferase reporter, MG132, 8 h; 100% = twice DMSO control signal. activation, % at 9 µM. 1.7% of 300,000 active. AID 504408;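 active = mean replicate activation of at least 50% with a set share of replicates each reaching 50%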;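 note: 0% = median of the neutral control wells and 100% = twice that signal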
# aSyn 5UTR inh: MLPCN primary screen, SNCA 5' untranslated region; alpha-synuclein 5'UTR reporter, inhibitor activity; inhibition, % (tested at 7.5 µM); 0.82% of 300,000 active; AID 1813; in the data active = inhibition above about 60%;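 note: H4 neuroglioblastoma cells stably carrying SNCA 5'UTR luciferase fusion; 0% = DMSO wells and 100% = positive control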
# GSK3A inh: blocks human GSK-3 alpha kinase; P49840; ADP-Glo luminescence, 60 min; inhibition, % at 10 µM; 0.1% of 320,000 active; AID 2650;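 in the data active = inhibition above about 50%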;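 note: GST-tagged GSK-3 alpha with peptide substrate and 25 µM ATP; 0% = DMSO neutral wells and 100% = GW8510 positive control wells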
# Target sequence (P49840 whole entry, looked up): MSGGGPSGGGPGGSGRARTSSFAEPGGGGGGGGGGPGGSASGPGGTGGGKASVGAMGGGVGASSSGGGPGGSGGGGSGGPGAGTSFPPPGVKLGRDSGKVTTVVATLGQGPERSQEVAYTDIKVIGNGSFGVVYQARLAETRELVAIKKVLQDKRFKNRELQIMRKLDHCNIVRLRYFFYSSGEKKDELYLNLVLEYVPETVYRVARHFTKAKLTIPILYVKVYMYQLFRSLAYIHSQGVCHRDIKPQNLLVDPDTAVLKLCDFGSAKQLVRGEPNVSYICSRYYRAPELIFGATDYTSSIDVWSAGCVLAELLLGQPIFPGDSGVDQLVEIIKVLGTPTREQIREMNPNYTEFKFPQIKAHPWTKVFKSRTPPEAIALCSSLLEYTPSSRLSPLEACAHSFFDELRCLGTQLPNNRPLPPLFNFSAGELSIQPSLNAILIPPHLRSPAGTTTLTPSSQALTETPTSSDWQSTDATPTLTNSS
# IEC-6 tox: IEC-6 cytotoxicity, counter-screen for KLF5 inhibitors. luminescence viability. inhibition, % at 5 µM. 0.78% of 290,000 active. AID 1825; in the data active = inhibition above about 22%;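 note: 0% = plate median of test compound wells and 100% = cytotoxic reference compound wells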
# KLF5 inh: suppresses KLF5 promoter-driven expression. 0.23% of 290,000 active. inhibition, % at 5 µM. DLD-1 KLF5 promoter-luciferase reporter, luminescence;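 active = inhibition above a per-plate limit of that plate's mean compound inhibition plus 3 SD, cut at about 60% in these data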;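 note: 0% = DMSO wells and 100% = LY294002 at 200 µM; higher means less KLF5 promoter-driven luciferase light; inactives centre near -14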
# HSP90 refold inh: inhibitors of HSP90 luciferase refolding in rabbit reticulocyte lysate | luciferase refolding luminescence, 3 h | inhibition, % at 5.6 µM | 0.91% of 290,000 active | AID 1789;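 active = inhibition above the screen-wide mean plus 3 SD, computed separately per campaign, cut at about 16% in these data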;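 note: 0% = DMSO wells and 100% = 60 µM geldanamycin wells; inhibitors lower the luminescence because luciferase stays unfolded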
# HSF1 inhib: HSF1 inhibition | NIH3T3-HGL HSE-luciferase, MG132-induced, luminescence 8 h; stronger effect = lower value | 0.77% of 300,000 active | activity change, negative = inhibition, % at 7.5 µM (by protocol) | AID 2098;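 active = more than half of replicate wells show activity change below -50%, luminescence cut by over half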;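 note: luciferase reports HSF-1 transcriptional activity via heat shock element; 0% = median of DMSO wells and -100% = zero luminescence signal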
# GSK3B inh: inhibitors of human GSK3beta kinase; GST-GSK3beta kinase, ADP-Glo luminescence, 60 min; stronger effect = lower value; activity score (negative = inhibition), % at 10 µM; 0.038% of 300,000 active;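 active = more than half of replicate wells score below -50%, meaning over 50% inhibition versus plate controls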;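 note: 0% = median DMSO wells and -100% = median GW8510 positive control wells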
# Target sequence (P49841 whole entry, looked up): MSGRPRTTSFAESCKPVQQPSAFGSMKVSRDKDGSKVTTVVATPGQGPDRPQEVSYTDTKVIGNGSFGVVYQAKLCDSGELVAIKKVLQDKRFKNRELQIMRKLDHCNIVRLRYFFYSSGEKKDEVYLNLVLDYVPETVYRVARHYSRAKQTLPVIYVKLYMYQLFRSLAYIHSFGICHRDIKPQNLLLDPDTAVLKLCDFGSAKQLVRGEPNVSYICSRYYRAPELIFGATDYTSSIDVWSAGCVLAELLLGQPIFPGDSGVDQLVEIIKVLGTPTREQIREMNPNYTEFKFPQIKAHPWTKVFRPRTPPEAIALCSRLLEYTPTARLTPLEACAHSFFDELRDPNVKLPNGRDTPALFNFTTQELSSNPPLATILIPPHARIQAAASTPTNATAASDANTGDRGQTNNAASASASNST
#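 test system = GST-tagged human GSK3beta kinase, cell-free | reagent = 25 µM ATP with peptide substrate | dosing = one dose of 10 µM per compound | schedule = 60 min reaction, RT | detection = luminescent ADP-Glo measurement of ADP formed | control set = DMSO neutral wells and GW8510 at 20 µM as positive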
# AI-2 QS mod: modulates the Vibrio harveyi AI-2 quorum sensing system; Vibrio harveyi JMH597 AI-2 luminescence/OD600 ratio, 9 h; stronger effect = lower value; strain lacks LuxN and CqsS sensors; 0 = neutral-control median; AID 2094; activity change, % at 7.5 µM; 0.4% of 300,000 active; in the data active = activity change below about -75%, passing the limit was not always enough;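 note: luminescence divided by OD600 gain over 9 h not by final OD600 alone; inactives centre near 13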
# HIF act: HIF pathway transcriptional activation. AID 1910. 0.32% of 300,000 active. U2OS HRE-luciferase reporter, luminescence; normalized: DMSO 0%, desferrioxamine 100%. activation, % at 7.5 µM (by protocol);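 active = mean activation of at least 10% of the iron chelator positive control signal, with at least half of replicates also reaching 10%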
# Numbers without * were called inactive; nt = not tested or not shown.
SMILES,HSF1 activator,aSyn 5UTR inh,GSK3A inh,IEC-6 tox,KLF5 inh,HSP90 refold inh,HSF1 inhib,GSK3B inh,AI-2 QS mod,HIF act
CCC(Oc1ccccc1OC)C(=O)Nc1ccc2c(c1)OCCO2 (stereo unspecified),1,-2,0,1,-2,0,-7,-1,-6,-0.6
C#CCOCCOCCOCCNc1nc(N2CCN(C(=O)[C@H](Cc3ccc(O)cc3)n3cc([C@@H](N)C(C)CC)nn3)CC2)nc(N2CCN(C(=O)[C@H](CCCCN)n3cc([C@@H](N)CO)nn3)CC2)n1 (stereo partly specified),7,7,2,-2,18,21*,-6,-4,17,0.5
CCCS(=O)(=O)N1CCC(C(=O)NCCc2ccc(C)cc2)CC1,-3,1,0,-8,-20,1,1,1,24,-0.2
S=c1[nH]nc(-c2ccccc2Cl)n1CC1CCCO1 (stereo unspecified),15,24,-5,-3,-4,-1,4,3,14,-0.1
CNc1ccccc1C(=O)OCC(=O)c1ccc(F)cc1,26,-70,1,-7,-37,-2,9,-1,17,1.9
ON=C1c2ccccc2-c2ccccc21,57*,-10,0,3,-53,3,20,-2,9,0.2
CCN(C(=O)c1cc2c(=O)[nH]c3ccc(C)cc3c2s1)c1cccc(C)c1,-6,-217,-3,0,-25,-4,2,-1,2,0.0
COc1ccc(C2CC2/C(=N/O)c2ccccc2)cc1 (stereo unspecified),10,-34,-3,8,-42,-1,9,2,9,1.5
N#CC1=C(N)Oc2n[nH]c(-c3ccccc3)c2C1c1cccc(OC(=O)N2CCOCC2)c1 (stereo unspecified),nt,-4,2,2,-17,1,nt,-6,15,-0.6
COc1cc(-c2nc3ccccn3c2N)ccc1O,13,7,-2,1,-33,-1,0,-18,15,0.1
O=c1cc[nH]c2c1ccc1cccnc12,3,12,nt,nt,nt,nt,2,-12,7,1.6
Nc1c(Cl)cc(-c2csc(N3CCCC3c3nc4cc(Cl)c(N5CCCCC5)cc4n3CCCO)n2)cc1Cl (stereo unspecified),-2,24,2,nt,nt,nt,-3,2,20,0.9
COC(=O)CC(=O)CSc1nc2c(cc1C#N)CCCCC2,18,-62,0,-2,-6,0,-8,1,18,2.5
Oc1c(Cl)cc(Cl)cc1C=Nc1ccc(N2CCOCC2)cc1,-32,11,-1,-2,-45,-1,-27,-2,27,0.1
Cc1cc(C)nc(N(C#N)CC(=O)Nc2ccccc2)n1,-14,3,-2,-1,-25,-2,-4,4,5,0.0
O=C(CCc1c[nH]c2ccccc12)N1CCN(c2ccc(O)cc2)CC1,34,18,-1,-6,-13,-6,11,0,-5,0.2
COc1ccc(Cl)cc1S(=O)(=O)N1CCCC(C(=O)NCc2ccccn2)C1 (stereo unspecified),-6,-3,-1,nt,nt,nt,0,-6,12,-0.2
CCOc1ccc(S(=O)(=O)NC(C)C)cc1C(N)=O,-2,2,-2,2,2,3,2,2,13,-0.1
CC(C)CN1CCC(=O)N([C@H](COc2ccccc2)Cc2ccccc2)CC1,13,-6,-3,0,-10,-8,1,1,20,-1.3
CCOC(=O)c1cc(NC(=O)N2CCCc3ccccc32)c(C)nc1C,-7,-6,-2,-1,-1,1,3,2,12,-0.9
CC(=O)c1ccc(OCC(O)COc2ccc(C(C)=O)cc2)cc1,7,12,-2,1,-14,4,-1,-6,6,-0.2
CCOC(=O)C(C)Sc1nnc2c3ccccc3n(C)c2n1 (stereo unspecified),11,-7,-1,-3,-38,1,7,-4,5,0.0
COc1ccc(C2/C=C\CN(S(=O)(=O)c3ccc(C)cc3)[C@H](Cc3ccccc3)C(=O)N2Cc2ccc(F)cc2)cc1 (stereo partly specified),nt,8,12,nt,nt,nt,6,5,19,0.2
C/C(=N\NC(N)=S)c1ccc(-n2ccnc2)cc1,nt,27,0,4,3,3,nt,-3,2,nt
O=S(NCc1ccco1)C12CC3CC(CC(C3)C1)C2 (stereo unspecified),-7,6,0,-12,-30,-3,-2,3,14,0.0
O=C(/C=C/c1ccc(Br)o1)OCc1nc2ccsc2c(=O)[nH]1,10,-2,1,nt,nt,nt,0,1,20,-1.1
Cc1ccc(-n2c([S-])c(C(=O)NC(C)c3ccccc3)[n+]3ccccc23)cc1 (stereo unspecified),8,-49,-2,-1,7,3,-4,1,30,0.2
CCN(CC)S(=O)(=O)c1ccc2c(c1)nc(SCC(=O)N1CCOCC1)n2-c1ccccc1OC,3,14,0,2,5,-2,4,1,5,-1.1
CC(C)NCC#CCOc1ccc(Cl)cc1,27,10,-3,5,1,-2,15,-1,26,0.8
COc1cccc(O)c1CN1CCC(n2nccc2NC(=O)c2ccc3c(c2)OCO3)CC1,-2,-26,0,-8,-20,-4,0,5,16,-1.7
Nc1c(Br)cc(Br)c(N2CCCC2=O)c1Br,-19,18,nt,-4,-12,-4,5,-9,6,-0.2
O=C(NC1CCCc2ccccc21)C1CCN(S(=O)(=O)c2ccccc2F)CC1 (stereo unspecified),16,11,-3,2,-12,4,2,-4,23,-0.2
Cc1ncc(CN2CCC(N3CCC(C(=O)N4CCCC4)CC3)CC2)s1,34,-3,-2,2,-14,-4,18,1,1,-0.6
CC1CCCN(C(=O)CNC(=O)Cn2ccc3ccccc3c2=O)C1 (stereo unspecified),3,1,-1,-4,-36,2,-2,1,6,0.0
N#Cc1ccc(-c2ccco2)nc1SCc1ccccc1,8,10,0,-11,-49,1,1,-1,38,0.7
COc1cc(OC)c(C(=O)OC(C)C(=O)Nc2cccc(C(F)(F)F)c2)cc1OC (stereo unspecified),-11,24,-3,1,0,-1,7,-1,4,1.6
Cc1cc2c(Nc3ccccc3)ncnc2s1,31,-7,-4,20,-19,0,9,1,18,0.3
C=C(C)CN(CC)Cc1c(C(=O)N(C)CCCC)nc2ccccn12,8,2,-1,2,-19,2,2,4,-1,-0.2
O=C(NCc1cc(C(F)(F)F)ccc1F)C1CCC(=O)N(C2CCCCCC2)C1 (stereo unspecified),-1,12,0,-3,-11,-4,9,-1,-6,-0.5
CN(CCO)c1cc(N2CCC3(CC2)OCCO3)c2nonc2c1[N+](=O)[O-],21,4,0,-4,-5,-1,-4,-32,14,-0.3
CCNc1ccc(S(=O)(=O)N(C)C)cc1NCC(=O)Nc1ccccc1Br,115*,-20,-1,-5,-25,-3,55,3,3,-0.2
COc1ccc(C(=O)N(CN2CCCC2=O)c2ccc(C)cc2)cc1,1,-9,-1,-2,-22,0,5,-3,5,0.4
COc1cc(OC)cc(C(=O)NCC(=O)NC(C)CCc2ccccc2)c1 (stereo unspecified),31,7,-1,-2,0,0,-4,1,15,0.4
CCCCOc1ccccc1-c1cc(C(=O)O)[nH]n1,17,16,-1,2,-18,2,-6,-2,9,-0.7
CCCCn1nc2cc(C(=O)NC3CCc4ccccc43)ccc2c1OCC (stereo unspecified),8,5,-4,-6,-14,-2,1,1,7,-0.3
Cn1c(CCN2CCCCC2)nc2cc([N+](=O)[O-])ccc21,14,20,-2,-4,-14,0,13,3,19,-0.3
CCOC(=O)C1CCCN(C2CC(=O)N(c3ccc(N4C(=O)CC(N5CCCC(C(=O)OCC)C5)C4=O)cc3)C2=O)C1 (stereo unspecified),16,-4,4,2,8,-2,2,1,13,0.0
O=C(C1CC1)N1CCc2cc(S(=O)(=O)NC3CCN(Cc4ccccc4)CC3)ccc21,2,0,1,2,-25,-5,-2,1,18,-0.5
CCCCSc1ncc(C(=O)OCC)c(N)n1,64*,-140,1,8,-126,4,31,0,13,1.5
Cc1c(C)c2cc(Cl)c(O)c(CN3CCN(C)CC3)c2oc1=O,-3,1,-2,-2,-23,3,-18,-5,13,-0.4
CC(=O)Nc1ccc(N=Nc2c(C)[nH]n(C(N)=S)c2=O)cc1,33,-38,nt,-3,-13,2,9,0,40,0.7
COC(=O)CN1C(=O)[C@H]2[C@@H](/C=C/c3ccccc3)N3C(=O)CN(CC4CC4)C(=O)[C@@]3(Cc3ccccc3)[C@H]2C1=O,-1,-5,-1,1,4,-1,-5,0,-4,-0.1
CCC(=O)Nc1ccc(C(=O)NNC(=O)c2ccc([N+](=O)[O-])cc2)cc1,-11,-4,1,2,-3,4,-8,2,2,-0.4
O=C(c1ccc2c(=O)n(Cc3ccco3)c(=S)[nH]c2c1)N1CCN(c2ccccc2)CC1,nt,nt,4,-1,-16,5,nt,nt,nt,nt
O=c1oc2ccc(Cl)cc2nc1/C=C(\O)c1cccs1,52*,-108,-1,0,-56,63*,19,-5,14,1.7
COc1ccc(N2C(=O)CSC23CCC(C(C)(C)C)CC3)cc1 (stereo unspecified),-17,21,-3,-10,3,0,3,-5,2,-0.3
O=C(O)c1ccc(Nc2ccc3nonc3c2[N+](=O)[O-])cc1,7,-4,-2,-6,-51,0,0,0,26,0.4
CC(C)(C)c1ccc(C(=O)NNC(=O)c2ccc(Cl)cc2)cc1,-8,7,nt,5,-6,0,-11,4,-50,1.8
C[C@H](N)c1nnc(SCC(=O)c2ccc(Cl)cc2)o1,1,-29,nt,4,4,-4,10,-3,6,-0.5
CN(C)CCCNC(=O)c1ccc(Cl)c(S(=O)(=O)N(C)c2ccccc2)c1,-1,-26,-1,-3,-33,-1,-4,2,25,0.4

# Compound profiles, as listed above:
# C[C@H](N)c1nnc(SCC(=O)c2ccc(Cl)cc2)o1 is listed with HSF1 activator: 1; aSyn 5UTR inh: -29; GSK3A inh: nt; IEC-6 tox: 4; KLF5 inh: 4; HSP90 refold inh: -4; HSF1 inhib: 10; GSK3B inh: -3; AI-2 QS mod: 6; HIF act: -0.5
# CCCCSc1ncc(C(=O)OCC)c(N)n1 is listed with HSF1 activator: 64*; aSyn 5UTR inh: -140; GSK3A inh: 1; IEC-6 tox: 8; KLF5 inh: -126; HSP90 refold inh: 4; HSF1 inhib: 31; GSK3B inh: 0; AI-2 QS mod: 13; HIF act: 1.5

# The list continues.
SMILES,HSF1 activator,aSyn 5UTR inh,GSK3A inh,IEC-6 tox,KLF5 inh,HSP90 refold inh,HSF1 inhib,GSK3B inh,AI-2 QS mod,HIF act
OCCCN1CCN(CCOc2ccccc2-c2ccccc2)CC1,2,-4,1,-8,-11,-5,-7,2,15,-0.1
CC(C)(C)NC(=O)Nc1ccccc1C(N)=O,-3,11,5,6,-29,1,-6,1,6,-0.2
Cc1cc(C)c(S(=O)(=O)NCc2ccccn2)c(C)c1,-1,-3,-2,-5,-25,-4,4,-3,32,0.3
COc1ccccc1Oc1ccc2c(c1)C(=O)N(c1ccc(C)cc1)C2=O,5,-27,1,5,6,2,5,1,29,-0.2
Cc1ccccc1OCCN1C(=O)C(=O)c2cccc(C)c21,-14,-16,0,10,-23,0,-10,-18,6,-0.4
Cc1nc(C(=O)Nc2ccccc2)sc1C1(C)CC(c2cccc([N+](=O)[O-])c2)=NO1 (stereo unspecified),11,-13,-1,nt,nt,nt,16,4,7,1.7
COCc1cc(C)nc2sc(C(=O)Nc3nccs3)c(N)c12,7,-121,0,-5,-64,-2,0,2,6,-0.1
Cc1c(NS(=O)(=O)c2cccc(C(=O)NCc3ccccc3)c2)c(=O)n(-c2ccccc2)n1C,-1,3,-2,3,-46,9,-2,0,26,0.0
C=CCN1C(=O)/C(=C\c2ccc(OC(=O)c3ccco3)c(OC)c2)SC1=S,11,-38,nt,-8,-29,-1,8,3,23,0.3
